CHRM4 antagonist – antagonists of human muscarinic M4 receptor (CHRM4); P08173; CHO-hM4 cells, ACh EC80, Fluo-8 calcium fluorescence; inhibition, % at 3 µM; actives 0.73% (n = 360,000); AID 624125;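 active = inhibition above its plate's cutoff, the mean inhibition of sample wells plus 3 SD, cut at about 27% in these data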;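 also: 0% = acetylcholine EC80 with DMSO and 100% = DMSO without agonist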
M4 PAM – positive allosteric modulators of human muscarinic M4 receptor. P08173. CHO-K1 hM4/Gqi5, Fluo-8 calcium fluorescence, ACh EC20; 0% = ACh EC20, 100% = maximal ACh. activation, % at 3 µM. actives 0.4% (n = 360,000). AID 624126;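 active = activation above its plate's cutoff, the mean activation of sample wells plus 3 SD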; also: some results filed as inactive read as strong as hits
M5 antag – blocks acetylcholine activation of human M5 receptor; CHO-hM5 cells, Fluo-8 calcium fluorescence, ACh EC80; P08912; actives 0.59% (n = 360,000); inhibition, % at 3 µM;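 active = inhibition above a per-plate cutoff, the mean of that plate's test compounds plus 3 SD, cut at about 27% in these data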;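 also: 0% = acetylcholine EC80 with DMSO and 100% = DMSO without agonist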
CRFR2-BP antag – antagonists of CRF-binding protein/CRF-R2 receptor complex; HEK293 CRF-R2/CRF-BP, CRF-induced calcium fluorescence; inhibition, % at 11.8 µM; actives 0.59% (n = 350,000);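 active = inhibition of the ligand-induced calcium signal above about 50% at the single tested concentration, limit read from the data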
CHRM4 agonist – CHRM4 agonism in calcium assay; P08173; CHO-K1 hM4/Gqi5, Fluo-8 calcium fluorescence; vehicle 0%, full acetylcholine response 100%; activation, % at 3 µM; actives 0.14% (n = 360,000);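 active = activation above the run mean over all test wells plus 3 SD, cut at about 32% in these data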;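 also: peak over basal fluorescence ratio per well then scaled between controls; 0% = DMSO wells and 100% = acetylcholine at EC100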
M1 PAM – potentiates human M1 receptor response to acetylcholine; P11229; CHO-K1 hM1, Fluo-8 calcium fluorescence, ACh EC20; 0% = ACh EC20, 100% = maximal ACh; activation, % at 3 µM; actives 0.088% (n = 360,000); AID 588819; in the data active = activation above about 19%, passing the limit was not always enough
M5 PAM – potentiates acetylcholine response at human M5 receptor. P08912. CHO-K1 hM5, Fluo-8 calcium, ACh EC20 PAM; 0% = ACh EC20, 100% = ACh EC100. activation, % at 3 µM. actives 0.3% (n = 360,000);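 active = activation above the run cutoff, the mean activation of all test compounds plus 3 SD, cut at about 18% in these data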
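System: CHO-K1 hM5 cells. Reagent: acetylcholine, EC20 level. Compound dosing: single dose, 3 µM nominal final test concentration. Timing: Post-acetylcholine fluorescence recording 140 s. Detection: Fluo-8 calcium fluorescence. Read-out: % activation, ACh-normalized. Benchmarks: ACh EC20 and EC100 wells. Repeats: singlicate, one well per test compound.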
CHRM5 agonist – agonists of human muscarinic M5 receptor (CHRM5) | P08912 | CHO-K1 hM5 cells, Fluo-8 calcium fluorescence; 0% DMSO wells, 100% maximal acetylcholine response | activation, % at 3 µM | actives 0.19% (n = 360,000) | AID 624037;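 active = activation above the run's mean over test compounds plus 3 SD, cut at about 23% in these data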;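 also: signal is peak over basal fluorescence ratio across the kinetic read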
CRFR2-BP ag – CRF-BP/CRF-R2 complex agonism. actives 0.46% (n = 350,000). HEK293 CRF-R2/CRF-BP, calcium dye fluorescence (FLIPR); percent of saturating CRF peptide response. activation, % at 13.2 µM;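 active = activation of at least 50%, plus an integration ratio under a set limit after plate pattern correction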;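 also: plate controls were neutral control wells without compound for no effect and CRF at EC100 for full effect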
* = called active by the depositor.

A first look (14 entries):
entry	mol	CHRM5 agonist	CHRM4 antagonist	CHRM4 agonist	M5 PAM	CRFR2-BP ag	M5 antag	M4 PAM	M1 PAM	CRFR2-BP antag
1	Cc1ccc(-c2cc(=O)c3ccc(F)cc3[nH]2)cc1	2	0	0	1	0.1	7	7	12	-2
2	Cc1ccc(NC(=S)NNC(=S)Nc2ccc(C)cc2)cc1	-4	-10	-2	3	-1.4	13	2	7	-31
3	CC1CCCC(NC(=O)COC(=O)Cc2c[nH]c3ccccc23)C1C (stereo not given)	2	-5	3	0	-0.3	7	10	5	-3
4	O=C(O)CCC(=O)NCc1ccc(F)cc1	-3	-5	1	3	-0.7	1	9	6	-7
5	COc1ccc(/C=C(/C(=O)NCc2ccccc2)c2ccccc2)cc1	1	8	0	-6	-1.5	15	-10	1	27
6	Cc1cc(C)c2nc(N3CCCC(C(=O)NCCN4CCOCC4)C3)sc2c1 (stereo not given)	-2	2	1	-7	-7.7	8	8	10	2
7	Nc1nnc(SCC(=O)N2CCN(c3cccc(Cl)c3)CC2)n1-c1ccccc1	-3	-3	1	5	0.9	-5	-1	7	23
8	Cc1ccc(NC(=O)COC(=O)CN2C(=O)COc3ccccc32)cc1	-6	-2	4	-5	0.2	6	4	10	6
9	COc1ccc(CCNC(=O)CSc2ccc(-c3ccccc3)nn2)cc1OC	2	-6	5	-1	-1.8	-5	0	7	-7
10	Cc1ccccc1NS(=O)(=O)c1cc(C(=O)N2CCCC2)ccc1Cl	-1	-1	1	-9	-0.8	12	2	16	1
11	COc1ccc(S(=O)(=O)/N=C2/NC(=O)/C(=C\c3cc(OC)c(OC)cc3[N+](=O)[O-])S2)cc1	-5	4	0	3	-1.7	-1	5	13	-29
12	CC(C)(C)c1cc(NC(=O)COC(=O)c2ccccc2O)n(-c2ccccc2)n1	-1	-10	1	-2	1.0	-3	-7	1	-23
13	COc1ccc(C(=O)O)cc1NC(=S)NC(=O)c1ccc(-c2ccc(Cl)cc2)o1	-2	-2	1	-1	-2.4	5	4	5	86*
14	CC(NS(=O)(=O)c1ccccc1)C(c1cccs1)N1CCN(C)CC1 (stereo not given)	-6	-3	2	-10	0.9	6	-9	-3	0

Results, from the first entry:
entry	mol	CHRM5 agonist	CHRM4 antagonist	CHRM4 agonist	M5 PAM	CRFR2-BP ag	M5 antag	M4 PAM	M1 PAM	CRFR2-BP antag
1	Cc1ccc(-c2cc(=O)c3ccc(F)cc3[nH]2)cc1	2	0	0	1	0.1	7	7	12	-2
2	Cc1ccc(NC(=S)NNC(=S)Nc2ccc(C)cc2)cc1	-4	-10	-2	3	-1.4	13	2	7	-31
3	CC1CCCC(NC(=O)COC(=O)Cc2c[nH]c3ccccc23)C1C (stereo not given)	2	-5	3	0	-0.3	7	10	5	-3
4	O=C(O)CCC(=O)NCc1ccc(F)cc1	-3	-5	1	3	-0.7	1	9	6	-7
5	COc1ccc(/C=C(/C(=O)NCc2ccccc2)c2ccccc2)cc1	1	8	0	-6	-1.5	15	-10	1	27
6	Cc1cc(C)c2nc(N3CCCC(C(=O)NCCN4CCOCC4)C3)sc2c1 (stereo not given)	-2	2	1	-7	-7.7	8	8	10	2
7	Nc1nnc(SCC(=O)N2CCN(c3cccc(Cl)c3)CC2)n1-c1ccccc1	-3	-3	1	5	0.9	-5	-1	7	23
8	Cc1ccc(NC(=O)COC(=O)CN2C(=O)COc3ccccc32)cc1	-6	-2	4	-5	0.2	6	4	10	6
9	COc1ccc(CCNC(=O)CSc2ccc(-c3ccccc3)nn2)cc1OC	2	-6	5	-1	-1.8	-5	0	7	-7
10	Cc1ccccc1NS(=O)(=O)c1cc(C(=O)N2CCCC2)ccc1Cl	-1	-1	1	-9	-0.8	12	2	16	1
11	COc1ccc(S(=O)(=O)/N=C2/NC(=O)/C(=C\c3cc(OC)c(OC)cc3[N+](=O)[O-])S2)cc1	-5	4	0	3	-1.7	-1	5	13	-29
12	CC(C)(C)c1cc(NC(=O)COC(=O)c2ccccc2O)n(-c2ccccc2)n1	-1	-10	1	-2	1.0	-3	-7	1	-23
13	COc1ccc(C(=O)O)cc1NC(=S)NC(=O)c1ccc(-c2ccc(Cl)cc2)o1	-2	-2	1	-1	-2.4	5	4	5	86*
14	CC(NS(=O)(=O)c1ccccc1)C(c1cccs1)N1CCN(C)CC1 (stereo not given)	-6	-3	2	-10	0.9	6	-9	-3	0
15	CCCCCCN1CC(O)=C(c2ccccc2)C1=N	-2	-1	1	5	-2.0	3	5	-3	-3
16	Cc1ccc(OCC(=O)Nc2cc(S(=O)(=O)N3CCOCC3)ccc2Cl)c([N+](=O)[O-])n1	2	-4	1	4	-0.5	-4	4	-3	-8
17	Cn1c(=O)c(-c2cc(Br)ccc2N)nc2ccccc21	-6	-3	2	-6	0.6	-6	4	6	10
18	COc1cccc(NC(=O)NCCC2=CCCCC2)c1	0	2	2	-1	-0.5	-3	0	0	-8
19	COC(=O)N/N=C\c1cc2c(cc1Br)OCO2	-2	-4	0	-8	2.2	-1	-5	7	-22
20	CCc1ccc(CNC(=O)C2CCN(S(=O)(=O)N3CCCC3)CC2)cc1	-4	5	5	1	0.1	5	10	15	15
21	CCN(CC(=O)Nc1ccccc1C(F)(F)F)C(=O)c1ccc(=O)n(Cc2ccccc2)n1	-3	7	1	-2	-1.4	4	-2	2	-2
22	CCC1S/C(=C(\C#N)C(=O)NCc2ccco2)N(c2ccc(F)cc2)C1=O (stereo not given)	-3	-5	1	0	0.3	-5	10	6	-12
23	C=CCn1c(CSCc2ccc(F)cc2)n[nH]c1=S	-3	2	1	-3	1.8	3	-8	11	9
24	CCCn1c(SCC(=O)N2CCN(c3ccccc3)CC2)nc2ccccc2c1=O	2	-17	-3	0	-2.5	2	15	7	27
25	CCOCCCn1c(=O)c2ccccc2n2c(=S)[nH]nc12	1	-3	0	-3	-0.3	1	-1	3	20
26	O=C(Nc1ccc(Cl)cc1)c1cccc(NC2=NC3CS(=O)(=O)CC3S2)c1 (stereo not given)	2	-6	6	-10	-0.6	7	6	4	1
27	O=C(/C=C/c1ccccc1)Oc1cccc2cccnc12	0	-16	5	-4	-5.0	3	1	-1	-13
28	Fc1cccc(Cl)c1CNC(c1ccccc1)c1ccccc1	-2	-9	-2	-1	1.2	-15	-5	16	1
29	Cc1c(C(=O)OCC(=O)Nc2ccc(N3CCOCC3)cc2)oc2ccccc12	2	2	0	-1	0.2	15	-1	10	10
30	CCN1CCN(C2CCCCC2NS(=O)(=O)c2ccc(Cl)cc2)CC1 (stereo not given)	-9	8	1	-7	7.4	3	-2	-9	-12
31	Cc1ccc(S(=O)(=O)N2CCN(CCO)CC2)cc1-c1nnc2c3ccccc3c(C)nn12	-2	8	3	-10	-0.3	7	0	11	4
32	COc1ccc(-c2nnc(N(C)C(=O)C3CCCO3)s2)cc1 (stereo not given)	3	12	1	5	1.9	-2	9	6	3
33	COCCCNC(=S)N(Cc1cccnc1)Cc1ccc(OC)c(OC)c1	-2	-1	0	-2	-2.5	4	5	7	2
34	COc1ccccc1CCC(=O)OCC(=O)Nc1ccc2[nH]c(=O)[nH]c2c1	0	1	1	0	1.5	1	10	11	0
35	CN(C)S(=O)(=O)c1ccc(C(=O)Nc2nnc(SCC(=O)N3CCOCC3)s2)cc1	0	-22	1	3	-2.0	-1	9	16	19
36	COc1ccc(-c2nn(-c3ccccc3)cc2C(=O)N2c3ccc(C)cc3C3CN(C)CCC32)cc1 (stereo not given)	0	-12	6	-3	2.3	-10	2	4	-58
37	Cc1cccc2cc3cccc(C)c3nc12	-2	-10	1	-2	-1.1	0	4	7	-2
38	Cc1cccc(NS(=O)(=O)c2cccc(C(=O)NCCCN3CCCC3=O)c2)c1	3	3	1	0	-1.1	-1	4	-2	-5
39	Cc1cc(Cl)ccc1OCCCC(=O)NNC(=O)c1ccccc1O	2	-13	17	-13	-0.9	3	-6	-1	-6
40	CCOCCCNC(=S)Nc1ccc2nc3n(c(=O)c2c1)CCCCC3	3	3	2	3	-1.7	9	3	-1	-5
41	O=C(CNC1CCN(Cc2ccccc2)CC1)Nc1ccc(S(=O)(=O)N2CCCCC2)cc1	-15	8	1	-5	4.4	2	-36	-24	-1
42	COc1ccccc1N1CC(C(=O)OCC(=O)c2c(N)n(C)c(=O)n(C)c2=O)CC1=O (stereo not given)	2	4	0	-2	-0.9	0	7	7	5
43	C=CCn1c(SCC(=O)CC(=O)OCC)nc2cc(C(=O)N3CCC(C(N)=O)CC3)ccc2c1=O	-3	-11	1	1	6.2	-1	-1	3	14
44	O=[N+]([O-])c1cccc(-c2nc(NCc3ccccc3)c3ccccc3n2)c1	1	6	0	-3	6.0	8	4	-2	-18
45	Cc1cccc(C)c1NC(=O)CNC(=O)C1CCCN(C(=O)c2ccc(Cl)cc2)C1 (stereo not given)	1	-1	0	-2	0.8	3	7	1	0
46	Cc1ccc(CNC(=O)C(c2ccccc2)c2ccccc2)cc1	-8	-5	-1	-6	0.1	13	-11	-12	5
47	Cc1cccc2sc(NC(=O)CNS(=O)(=O)c3ccc(Br)s3)nc12	-6	-18	6	-1	4.0	2	10	-3	-51
48	O=C(Nc1cccc(O)c1)c1cc(-c2cccs2)on1	4	-1	14	-9	-1.2	11	-4	-3	-3
49	O=[N+]([O-])c1ccc(NCCCNS(=O)(=O)c2ccc(Cl)cc2)c(Cl)c1	3	6	9	-11	1.1	12	-8	-14	10
50	COc1ccc(C(=O)CN2CCN(S(=O)(=O)c3cccc([N+](=O)[O-])c3)CC2)cc1OC	-1	7	1	-9	-2.6	9	-4	3	5
51	CCc1nc(Nc2cc(OC)ccc2OC)c2oc3ccccc3c2n1	-1	-3	0	1	0.5	9	3	0	-12
52	O=C(COC(=O)CCC(=O)c1cccs1)Nc1ccc(Cl)cn1	-2	-2	0	-5	1.0	-8	6	4	8
53	CCN(CC)c1ccc(/C=C/C(=O)c2ccc(Br)cc2)cc1	113*	67*	94*	-18	325*	67*	-17	-24	-343
54	Cc1c(NC(=O)COc2ccccc2Cl)c(=O)n(-c2ccccc2)n1C	3	3	0	4	1.0	9	-2	5	1
55	O=C(N/N=C/c1ccccn1)c1cc(-c2ccccc2)nc2ccccc12	3	3	8	-8	2.7	14	-6	11	-25
56	CC(C)Nc1ccc(C(CC(N)=O)NC(=O)c2ccc(Br)cc2)cc1[N+](=O)[O-] (stereo not given)	1	-5	0	20*	-1.8	-6	3	6	2

Source: PubChem BioAssay
